# KLK5 inh: human KLK5 protease inhibitors, primary screen, biochemical, 1536-well. Kallikrein-5 (Homo sapiens), Q9Y337. recombinant hK5, fluorogenic AMC substrate cleavage. inhibition, % at 5 µM. actives 0.59% (n = 210,000);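 active means inhibition of 40% or more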;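 further: 0% = enzyme controls without compound and 100% = no-enzyme blanks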
# FXIa inh: human FXIa protease inhibitors, primary screen, biochemical, 1536-well; AID 798, 2007; Coagulation factor XI (Homo sapiens), P03951; actives 0.14% (n = 220,000); purified FXIa, Boc-Glu-Ala-Arg-AMC fluorogenic substrate; inhibition, % at 5 µM;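 active means inhibition of at least 40%; inactive means inhibition below 40%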;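 further: fluorescence of freed AMC excited at 355 nm; 0% = enzyme without compound and 100% = no enzyme blank; many of its hits are not listed in these tables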
# L929 necroptosis: inhibitors of zVAD-triggered necroptosis, primary screen, L929 cells; L929 zVAD necroptosis rescue, ATP luminescence, 24 h; with zVAD 60 µM; viability rescue, % at 10 µM; actives 0.38% (n = 220,000); AID 1377, 2008;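 active means activation, scaled between plate controls, above about 75%, limit read from the data; inactive means activation under that limit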;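 further: 0% = zVAD with DMSO and 100% = DMSO alone without zVAD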
# TNF death inh: inhibitors of TNF-alpha triggered necroptosis, primary screen, cell-based, Jurkat FADD-/-, single concentration; AID 463075, 2010; activation (protection from cell death), % at 10 µM; Jurkat FADD-/- TNF necroptosis rescue, ATP luminescence, 24 h; 0 = TNF only, 100 = no-TNF cells; actives 0.068% (n = 220,000);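 active means activation, meaning protection from cell death, of at least 50% relative to plate controls; inactive means activation below 50%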;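 further: necroptosis triggered by 40 ng/mL TNF-alpha added together with compound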
# FXIIa inh: human FXIIa protease inhibitors, primary screen, biochemical, 1536-well; inhibition, % at 5 µM; purified FXIIa, Boc-QGR-AMC fluorogenic substrate, 2 h; actives 0.3% (n = 220,000); in the data active means inhibition above about 40%;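 further: 0% = enzyme with no compound and 100% = blank without enzyme; many of its hits are not listed in these tables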
# Target sequence (P00748 20-372 limits assumed): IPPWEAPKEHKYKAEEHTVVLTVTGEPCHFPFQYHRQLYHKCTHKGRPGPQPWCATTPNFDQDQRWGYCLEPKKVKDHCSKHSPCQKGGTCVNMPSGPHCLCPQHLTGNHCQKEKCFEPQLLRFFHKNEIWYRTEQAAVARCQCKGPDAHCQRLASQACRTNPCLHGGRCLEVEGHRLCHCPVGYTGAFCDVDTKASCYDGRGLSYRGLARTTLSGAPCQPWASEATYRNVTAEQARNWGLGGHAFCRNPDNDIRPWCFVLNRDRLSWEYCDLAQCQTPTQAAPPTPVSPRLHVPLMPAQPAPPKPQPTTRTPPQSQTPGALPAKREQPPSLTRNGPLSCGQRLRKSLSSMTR
# Target sequence (P00748 373-615 limits assumed): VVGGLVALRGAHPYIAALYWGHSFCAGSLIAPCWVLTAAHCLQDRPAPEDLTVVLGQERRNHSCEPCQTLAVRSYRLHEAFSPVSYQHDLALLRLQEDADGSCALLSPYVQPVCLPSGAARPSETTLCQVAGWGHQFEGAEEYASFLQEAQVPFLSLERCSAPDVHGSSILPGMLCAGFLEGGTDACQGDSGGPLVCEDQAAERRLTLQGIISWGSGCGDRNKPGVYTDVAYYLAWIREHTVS
# Cl transport mod: KCC2 cotransporter modulators, thallium flux, primary screen, cell-based, HEK293 KCC2, FluoZin-2 fluorescence, MLSMR; B-score of Tl+ flux slope (higher = more flux/activation; lower = inhibition) at 10 µM; Solute carrier family 12 member 5 (Homo sapiens), Q9H2X9; actives 2.2% (n = 190,000); AID 1456, 2008; KCC2 cells, thallium flux FluoZin-2 fluorescence;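 active means thallium flux slope and its plate-corrected score both differing from the plate sample mean at a set confidence after two filtering rounds, in either direction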;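 further: slope of fluorescence scaled to starting intensity during 10 to 20 s after thallium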
# Rad51 HR inh: human RAD51 strand exchange inhibitors, primary screen, biochemical, fluorescence; hRad51 DNA strand exchange, fluorescence dequenching; inhibition, % at 10 µM; actives 0.085% (n = 200,000); DNA repair protein RAD51 homolog 1 (Homo sapiens), Q06609;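 active means inhibition above 40% at the single screening dose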;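 further: 0% = DMSO control wells and 100% = blanks with heterologous ssDNA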
# Target sequence (Q06609 whole entry, looked up): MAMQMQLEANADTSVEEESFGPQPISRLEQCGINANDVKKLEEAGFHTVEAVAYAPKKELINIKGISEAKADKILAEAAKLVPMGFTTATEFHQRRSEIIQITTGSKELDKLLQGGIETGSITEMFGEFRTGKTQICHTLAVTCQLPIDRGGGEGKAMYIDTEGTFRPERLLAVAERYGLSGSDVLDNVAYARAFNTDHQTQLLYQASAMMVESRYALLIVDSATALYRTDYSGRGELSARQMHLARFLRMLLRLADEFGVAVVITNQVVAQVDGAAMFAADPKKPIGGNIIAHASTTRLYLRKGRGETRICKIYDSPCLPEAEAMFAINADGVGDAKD
#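 Test system: preformed human Rad51 ssDNA filaments. Compound dosing: single dose, 10 µM final compound. Incubation: filaments 15 min 37 °C, then compound 30 min. Technique: FRET fluorescence dequenching, excitation 485 nm, emission 520 nm. Read-out basis: percent inhibition from fluorescence, normalised to plate control and blank means. Benchmarks: plate controls and plate blanks.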
# Thrombin inh: human alpha-thrombin inhibitors, primary screen, counter-screen for coagulation protease inhibitor project, biochemical, 1536-well, fluorogenic AMC substrate. Prothrombin (Homo sapiens), P00734. Boc-VPR-AMC fluorogenic substrate cleavage. inhibition, % at 5 µM. actives 0.26% (n = 220,000). AID 1046, 2008;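 active means inhibition at or above 40%; inactive means inhibition below 40%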;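 further: 0% = enzyme with no compound and 100% = wells without enzyme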
#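 signal = AMC fluorescence, 355/460 nm | material = human alpha-thrombin enzyme | control set = enzyme without compound as high, wells lacking enzyme as low | times = reaction at room temperature | read-out basis = percent inhibition scaled between no-compound controls and no-enzyme blanks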
# Hck-Nef inh: inhibitors of Nef-activated human Hck kinase, primary screen, biochemical, Z-Lyte FRET, 384-well, Hck-YEEI; Tyrosine-protein kinase HCK (Homo sapiens), P08631; Recombinant Hck-YEEI plus Nef, Z-Lyte FRET kinase assay; inhibition, % at 20 µM; actives 0.68% (n = 220,000);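 active means Hck-Nef kinase inhibition above about 50%, limit read from the data; inactive means inhibition below that limit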;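 further: 0% = DMSO with Hck plus Nef and 100% = Hck alone without Nef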
# * hit, by the source's call; / = no result given. The list is partial; the hit share may differ from the screen's.
[1] CC(C)CCNC(=O)CNC(=S)N(CCCN1CCOCC1)Cc1cccs1
[2] C/C(CC(=O)Nc1ccccn1)=N\NC(=O)c1ccccc1
[3] CCCCCCCCCCOC(=O)C[N+](C)(C)C/C=C(/C)Cl
[4] O=C(NCCCN1CCc2ccccc2C1)Nc1ccc(Cl)cc1
[5] COC(=O)c1ccc(CSc2nc3ccccc3c(=O)n2Cc2ccco2)o1
[6] CCOC(=O)Cn1c(-c2ccc(Cl)nc2)nc2ccccc21
[7] C#CCNC(=O)C1=C[C@@H](c2ccccc2)[C@H](CCCO)[C@@H](OCC)O1
[8] NNC(=O)c1cc(O)c(O)c(O)c1

Screen / compound no.,1,2,3,4,5,6,7,8
KLK5 inh,-30,-9,-17,3,15,4,5,17
FXIa inh,8,-6,3,-2,16,-1,3,30
L929 necroptosis,0.1,0.3,0.5,0.3,-0.3,0.1,0.4,0.5
TNF death inh,1.2,1.6,-2.6,1.3,-2.4,-3.1,-3.5,-0.2
FXIIa inh,7,-3,11,14,25,-12,13,22
Cl transport mod,-0.43,-0.017,0.22,-0.57,-1.3,0.77,0.7,0.021
Rad51 HR inh,-3,/,2,-3,2,-5,-9,4
Thrombin inh,-2,-4,-3,-1,22,-17,2,34
Hck-Nef inh,2,-3,4,2,1,1,-6,15

[9] O=C(NCc1ccccn1)C(=O)NCC(c1ccco1)N1CCOCC1 (stereo not drawn)
[10] CCCOC(=O)c1cc(NC(=O)/C=C/c2ccccc2)ccc1O
[11] CC(C)CC(c1nnnn1C(C)C)N1CCN(c2ccccc2)CC1 (stereo not drawn)
[12] COC(=O)Cc1ccc(NC(=S)N2CCN(c3ccc(OC)cc3)CC2)cc1
[13] COc1ccc(CCNC(=O)C2CCN(S(=O)(=O)N3CCOCC3)CC2)cc1OC
[14] CCOC(=O)N1CCC(N(CCN(C)C)C(=S)Nc2cc(C)cc(C)c2)CC1
[15] CC(=NC1CCCCC1)C1=C(O)c2ccccc2C1=O
[16] O=C(Cn1cc([N+](=O)[O-])cn1)NCCc1nc2ccccc2[nH]1

Screen / compound no.,9,10,11,12,13,14,15,16
KLK5 inh,1,1,-8,-4,0,-2,/,-4
FXIa inh,-2,0,-16,5,4,2,/,-3
L929 necroptosis,5.0,51,0.0,-0.6,-0.1,0.2,9.6,2.9
TNF death inh,1.3,2.1,-1.0,-3.8,0.1,3.0,13,0.7
FXIIa inh,7,4,-14,10,13,12,/,7
Cl transport mod,-0.9,/,0.33,0.05,0.53,1.5,/,0.18
Rad51 HR inh,-6,-79,5,2,-6,5,6,3
Thrombin inh,-2,-1,-1,-8,4,-2,/,-4
Hck-Nef inh,21,22,1,0,0,2,7,22

[17] CC(C)(C)NCCOCCOc1ccc(Cl)cc1C(C)(C)C
[18] C=CCN1C(=O)C(CC(=O)O)SC1=Nc1ccc(C)cc1 (stereo not drawn)
[19] O=C(COC(=O)c1ccccc1Br)NCCC1=CCCCC1
[20] O=S(=O)(NC1CCCCC1NCc1ccco1)c1ccccc1 (stereo not drawn)
[21] CC(C(=O)O)c1ccc(N2Cc3ccccc3C2=O)cc1 (stereo not drawn)
[22] CC(=O)Nc1cc2c(cc1NC(=O)Cn1nc(-c3ccccc3F)ccc1=O)OCCO2
[23] CC(=O)/C(C#N)=C1\NC(=O)C(Cc2ccc(F)cc2)S1 (stereo not drawn)
[24] O=C(NN1C(=O)c2ccccc2C1=O)c1ccccc1[N+](=O)[O-]

Screen / compound no.,17,18,19,20,21,22,23,24
KLK5 inh,3,/,-6,-7,-10,-2,0,-8
FXIa inh,2,-3,-5,-18,2,4,-1,-5
L929 necroptosis,0.8,0.3,2.1,0.7,1.8,0.1,-0.5,0.9
TNF death inh,5.1,-0.4,0.8,-2.6,-4.4,-5.7,-0.6,-0.3
FXIIa inh,8,9,2,3,12,18,7,0
Cl transport mod,-0.1,/,-0.88,-0.32,0.21,0.7,-1.2,-0.051
Rad51 HR inh,/,-21,1,-2,-5,/,/,9
Thrombin inh,-4,-5,-5,-3,0,2,-5,-7
Hck-Nef inh,20,2,-4,1,-4,0,13,-1

[25] O=C(Cn1nnc(-c2ccccc2-n2cnnn2)n1)N1CCCCC1
[26] CCc1nnc(NC(=O)CSc2n[nH]c(-c3ccccc3O)n2)s1
[27] COCCn1c(-c2ccccc2)nc(=S)c2c1CC(C)(C)OC2
[28] CCOC(=O)c1sc(NC(NC(=O)c2ccco2)(C(=O)OC)C(F)(F)F)nc1C (stereo not drawn)
[29] COc1ccccc1-c1nc(C(F)(F)F)c(OC)o1
[30] O=C(O)c1ccc(CSc2nnc(-c3ccncc3)n2CC2CCCO2)cc1 (stereo not drawn)
[31] O=C(CCc1ccc(S(=O)(=O)NCc2ccccc2)cc1)NCC1CCCO1 (stereo not drawn)
[32] COc1cc([N+](=O)[O-])ccc1NC(=O)CSc1ccccn1

Screen / compound no.,25,26,27,28,29,30,31,32
KLK5 inh,5,-3,7,-12,-14,16,-11,/
FXIa inh,8,0,0,-13,1,-3,4,-1
L929 necroptosis,-0.5,-0.4,-0.2,0.0,1.3,0.5,-0.4,-0.3
TNF death inh,-3.2,0.4,-0.9,0.6,-2.2,-2.4,1.0,0.3
FXIIa inh,18,8,0,-6,6,11,12,12
Cl transport mod,0.79,0.63,-0.36,-0.3,-0.27,-0.013,0.8,1
Rad51 HR inh,12,-2,5,-1,-2,2,4,/
Thrombin inh,1,2,-5,0,1,1,-5,-1
Hck-Nef inh,0,19,-1,2,0,1,2,7

# The final four records of the part above are carried over, then new ones follow:
[29] COc1ccccc1-c1nc(C(F)(F)F)c(OC)o1
[30] O=C(O)c1ccc(CSc2nnc(-c3ccncc3)n2CC2CCCO2)cc1 (stereo not drawn)
[31] O=C(CCc1ccc(S(=O)(=O)NCc2ccccc2)cc1)NCC1CCCO1 (stereo not drawn)
[32] COc1cc([N+](=O)[O-])ccc1NC(=O)CSc1ccccn1
[33] Cc1cc(=O)[nH]c(SCC(=O)Nc2nc(-c3ccccc3)cs2)n1
[34] O=C(CSc1nnc2ccccn12)Nc1ccccc1C(=O)NC1CC1
[35] O=C(Nc1ccc(Cl)cc1)NN1CC(=O)N(c2cccc(C(F)(F)F)c2)CC1=O
[36] Cc1ccc(-c2noc(C3CCCN(C(=O)c4c(F)cccc4F)C3)n2)cc1 (stereo not drawn)
[37] NNS(=O)(=O)c1ccc(N2CCCC2=O)c([N+](=O)[O-])c1
[38] CCOc1ccc(OCCSc2nc3ccccc3c(=O)[nH]2)cc1
[39] CCCN1Cc2cccc(C(=O)Nc3ccc(C)cc3)c2C1=O
[40] CCCN1CCN(CCCNC(=S)Nc2ccc(OC)cc2)CC1

Screen / compound no.,29,30,31,32,33,34,35,36,37,38,39,40
KLK5 inh,-14,16,-11,/,3,0,-2,0,7,-14,-9,-8
FXIa inh,1,-3,4,-1,5,-2,-2,12,17,-7,-5,3
L929 necroptosis,1.3,0.5,-0.4,-0.3,0.0,-0.5,-0.1,0.4,-0.2,1.6,0.2,0.5
TNF death inh,-2.2,-2.4,1.0,0.3,-1.1,0.6,3.3,0.3,0.9,-0.2,1.1,0.8
FXIIa inh,6,11,12,12,12,6,2,34,4,8,7,8
Cl transport mod,-0.27,-0.013,0.8,1,-7.1*,/,0.36,-0.84,-0.33,/,/,0.0037
Rad51 HR inh,-2,2,4,/,/,1,6,2,-5,/,3,8
Thrombin inh,1,1,-5,-1,0,-3,-5,-6,-7,-4,1,-9
Hck-Nef inh,0,1,2,7,0,-2,20,2,20,1,-1,3

[41] CCCCNc1nc(-c2ccccc2)nc(-n2ccnc2)n1
[42] COc1ccc(-c2cc(-c3ccccc3)c(C#N)c(S(C)=O)n2)cc1 (stereo not drawn)
[43] Cc1nc(/C(N)=N/OC(=O)Cc2ccccc2)no1
[44] O=C(Nc1ccc(NC(=S)NC(=O)c2ccccc2F)cc1)c1cccs1
[45] COC(=O)c1ccc(NC(C)=O)o1
[46] O=C(OCC(=O)c1ccc[nH]1)c1ccc2ccccc2n1
[47] CCOc1ncccc1C(=O)Nc1nc(SC)ns1
[48] COc1ccc(NC(=O)Nc2ccc(OC)c(OC)c2)c([N+](=O)[O-])c1

Screen / compound no.,41,42,43,44,45,46,47,48
KLK5 inh,-16,-11,-1,1,1,3,-2,-4
FXIa inh,6,-7,-2,-4,1,0,-4,4
L929 necroptosis,0.5,23,1.5,18,-0.2,2.9,2.3,1.4
TNF death inh,-1.8,-13,20,7.9,-2.2,-1.1,-0.6,1.9
FXIIa inh,10,-26,4,7,2,/,2,10
Cl transport mod,2.1,/,0.074,-0.43,/,0.28,0.028,0.0055
Rad51 HR inh,-2,-7,11,15,/,-170,5,-3
Thrombin inh,6,-38,-4,-4,0,0,-3,-4
Hck-Nef inh,-1,0,14,36,1,-22,-10,1

[49] O=C(N/N=C/c1ccc2c(c1)OCO2)/C(=C/c1ccc2c(c1)OCO2)NC(=O)c1ccccc1
[50] COc1cccc(CN(C(=O)Cc2c[nH]c3ccccc23)C(C(=O)NC2CCCCC2)c2ccc(C)o2)c1 (stereo not drawn)
[51] COc1ccccc1CNC(=O)CSc1nc(-c2ccccc2)cn1N
[52] COc1ccc(Nc2ccc3c(c2)=NC2(CCCCC2)[N+]=3[O-])cc1
[53] Cn1ccnc1C(=O)c1cccc([N+](=O)[O-])c1
[54] COc1ccc2[nH]c(=O)c(CN(Cc3cccs3)C(=S)Nc3cccc(C)c3)cc2c1
[55] O=C(/C=C/c1ccc(Cl)cc1)N1CCN(c2ccc([N+](=O)[O-])c(N3CCOCC3)c2)CC1
[56] Cc1cc(C(=O)CSc2nnc(Nc3ccccc3)s2)c(C)n1CC1CCCO1 (stereo not drawn)

Screen / compound no.,49,50,51,52,53,54,55,56
KLK5 inh,-4,-8,6,-3,-10,-15,-4,1
FXIa inh,0,1,8,7,5,26,0,-1
L929 necroptosis,-0.1,0.4,0.7,44,0.7,-0.1,1.0,0.1
TNF death inh,-8.6,2.7,0.5,-16,1.0,2.3,-6.6,-3.5
FXIIa inh,2,12,20,11,12,25,8,11
Cl transport mod,/,0.032,0.68,-0.91,-0.42,0.9,-0.24,0.34
Rad51 HR inh,/,8,4,0,1,6,-15,9
Thrombin inh,-2,-6,0,-2,-10,7,-8,1
Hck-Nef inh,2,0,1,3,3,5,-1,-3

# Entries listed so far printed as active in Cl transport mod.
no.	molecule	KLK5 inh	FXIa inh	FXIIa inh	Cl transport mod	Hck-Nef inh
33	Cc1cc(=O)[nH]c(SCC(=O)Nc2nc(-c3ccccc3)cs2)n1	3	5	12	-7.1*	0

# Bioassay records from PubChem BioAssay.
